MsrA act – activators of bovine methionine sulfoxide reductase A; purified bovine MsrA, absorbance read-out; activation, % at 10.6 µM; hit rate 0.3% among 360,000; AID 602163; in the data active = activation above about 7.5%;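 also: 0% = vehicle and 100% = reference activator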
SUMO1-SIM PPI – alters human SUMO1 binding to SIM partners; SUMO1 binding to a labelled peptide, TR-FRET, 1 h; inhibition, % at 20 µM; hit rate 0.33% among 360,000; AID 602429; in the data active = inhibition above about 37%
Target sequence (P63165 whole entry, looked up): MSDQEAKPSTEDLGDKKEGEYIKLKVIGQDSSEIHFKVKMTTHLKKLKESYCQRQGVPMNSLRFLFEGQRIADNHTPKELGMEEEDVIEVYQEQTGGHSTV
E coli Lon inh – E. coli protease La inhibition; purified E. coli Lon protease, fluorescence polarization; inhibition, % at 7.94 µM; P0A9M0; AID 602123; hit rate 0.42% among 360,000; in the data active = inhibition above about 13%, passing the limit was not always enough;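 also: 0% = enzyme with probe and DMSO and 100% = no enzyme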
Tb MetRS inh – blocks T. brucei methionyl-tRNA synthetase activity | inhibition, % at 11.9 µM | hit rate 0.4% among 360,000 | purified T. brucei MetRS, ATP depletion, Kinase-Glo luminescence;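 active = inhibition above a per-plate cutoff of the control wells' mean inhibition plus 3 SD, cut at about 5.5% in these data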;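 also: 0% = DMSO wells median and 100% = median of wells with control inhibitor compound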
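Assay system: T. brucei methionyl-tRNA synthetase, purified | Medium: HEPES buffer with MgCl2, KCl, DTT, spermine, BSA, pyrophosphatase | Compound: 11.9 µM single point | Incubation: 15 min enzyme-compound preincubation, 2 h reaction, 10 min detection, 25 °C | Measured by: Kinase-Glo luciferase luminescence reporting remaining unconsumed ATP | Measure: % inhibition normalized to control-well medians | Replication: Singlicate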
MsrA inh – inhibits bovine methionine sulfoxide reductase A; purified bovine MsrA, absorbance read-out; inhibition, % at 15.5 µM; hit rate 0.75% among 360,000; in the data active = inhibition above about 4.5%;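 also: 0% = vehicle wells with enzyme and 100% = reference inhibitor wells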
Scp-1 inhibitor – blocks human Scp-1 phosphatase activity | Q9GZU7 | Recombinant Scp1, phosphopeptide, malachite green phosphate absorbance | inhibition, % at 20 µM | hit rate 0.88% among 340,000;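 active = inhibition above about 50% at 20 µM, limit read from the data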;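 also: plate controls were DMSO wells with enzyme for no effect and wells lacking enzyme for full effect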
Target sequence (Q9GZU7 76-261 limits assumed): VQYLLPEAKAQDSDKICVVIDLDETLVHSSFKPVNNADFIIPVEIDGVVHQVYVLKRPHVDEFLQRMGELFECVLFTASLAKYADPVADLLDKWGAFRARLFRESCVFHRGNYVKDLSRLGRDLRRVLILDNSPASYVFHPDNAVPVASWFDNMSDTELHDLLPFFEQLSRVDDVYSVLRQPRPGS
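Incubation: 45 min enzyme reaction at room temperature / System: truncated SCP-1 phosphatase (76-261aa) / Reagent: Phospho 17-mer peptide substrate / Buffer or medium: Acidic Tris acetate buffer with magnesium and detergent / Signal: absorbance at 630 nm / Doses: one concentration, 20 µM, with 1.0% DMSO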
STEP inh – blocks human striatal-enriched tyrosine phosphatase; recombinant STEP, OMFP fluorogenic substrate, fluorescence; inhibition, % at 20 µM; hit rate 0.25% among 360,000;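 active = inhibition at 20 µM, scaled per plate between control wells, above about 37%, limit read from the data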;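 also: 0% = DMSO with enzyme and substrate and 100% = substrate only without enzyme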
Target sequence (P54829 whole entry, looked up): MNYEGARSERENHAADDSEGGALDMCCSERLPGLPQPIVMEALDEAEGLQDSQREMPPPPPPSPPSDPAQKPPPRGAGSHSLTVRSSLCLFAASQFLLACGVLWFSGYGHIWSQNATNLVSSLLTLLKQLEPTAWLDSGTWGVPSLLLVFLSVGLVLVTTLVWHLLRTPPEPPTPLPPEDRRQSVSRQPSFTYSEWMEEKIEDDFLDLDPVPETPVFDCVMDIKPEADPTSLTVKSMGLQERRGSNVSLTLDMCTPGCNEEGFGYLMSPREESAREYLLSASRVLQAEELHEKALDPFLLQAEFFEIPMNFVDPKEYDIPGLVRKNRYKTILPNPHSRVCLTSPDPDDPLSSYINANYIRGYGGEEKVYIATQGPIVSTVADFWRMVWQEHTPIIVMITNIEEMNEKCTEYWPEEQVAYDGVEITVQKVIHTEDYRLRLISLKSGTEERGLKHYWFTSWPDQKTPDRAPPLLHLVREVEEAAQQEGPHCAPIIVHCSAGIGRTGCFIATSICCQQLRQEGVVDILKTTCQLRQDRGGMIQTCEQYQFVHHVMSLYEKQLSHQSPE
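material = STEP tyrosine phosphatase | reagent = fluorogenic phosphatase substrate OMFP at 25 µM final | doses = single compound dose of 20 µM, 1% DMSO final | schedule = 20 min reaction, room temperature, in the dark | measured by = fluorescence, 480/540 nm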
LMPTP block – LMPTP (human) inhibition; recombinant LMPTP-A, OMFP fluorogenic substrate, fluorescence intensity; inhibition, % at 20 µM; hit rate 0.22% among 360,000;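 active = compounds that cut the enzyme signal by at least half of the control window in the single-dose screen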;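 also: plate controls were DMSO wells with enzyme plus substrate for no effect and substrate without enzyme for full effect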
Target sequence (P24666 whole entry, looked up): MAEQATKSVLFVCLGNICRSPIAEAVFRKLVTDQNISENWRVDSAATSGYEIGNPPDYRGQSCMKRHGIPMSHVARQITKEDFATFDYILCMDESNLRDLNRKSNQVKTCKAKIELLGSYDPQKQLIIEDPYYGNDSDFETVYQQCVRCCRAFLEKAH
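material = LMPTP-A | quantity = 0.625 nM enzyme | reagent = OMFP substrate, 400 µM final | buffer or medium = Bis-Tris pH 6.0, DTT, detergent | detection = endpoint fluorescence intensity from OMFP dephosphorylation | dosing = single 20 µM dose | read-out basis = % inhibition relative to no-enzyme and uninhibited control wells | control set = no-enzyme and uninhibited controls | timing = 50 min at room temperature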
DNMT1 block – DNMT1 (human) enzyme inhibition | P26358 | DNMT1 molecular beacon, Hinp1I cleavage, fluorescence | inhibition (reported as % activation of signal), % at 10 µM | hit rate 0.83% among 360,000 | AID 588458; in the data active = inhibition above about 50%
NRP1-CendR mod – NRP-1/CendR interaction modulation. O14786. FAM-RPARPAR peptide binding to NRP-1, fluorescence polarization. inhibition, % at 25 µM. hit rate 0.85% among 360,000. AID 602438;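 active = inhibition or corrected inhibition above about 18%, plus a signal ratio from 0.5 to 1.5, limit read from the data, passing the limit was not always enough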; also: strong numbers were not always called active
* marks the source's active call; other numbers are inactive results; / = no result given. Compounds were not picked by outcome; any-hit rate near 4.3%.

SMILES	MsrA act	SUMO1-SIM PPI	E coli Lon inh	Tb MetRS inh	MsrA inh	Scp-1 inhibitor	STEP inh	LMPTP block	DNMT1 block	NRP1-CendR mod
CC(C)c1ccc(-c2nnn(CCC(=O)O)n2)cc1	-12	-1	-11	-0.9	/	-7	-4	-1.0	4	-1
CCOc1ccc(S(=O)(=O)N(CC(=O)O)c2ccc(C)cc2)cc1	-3	5	4	-0.6	0.7	0	0	-1.1	5	-3
O=S(=O)(NC1c2cccc3cccc(c23)C1Sc1ncccn1)c1ccc(Cl)cc1 (stereo not drawn)	-7	-3	2	-0.5	0.1	-10	0	2.4	-14	-4
O=C(CCNC(=O)c1ccc(Br)cc1)Nc1ccccc1N1CCCCC1	-1	5	-11	-0.2	-0.3	1	1	-0.8	-1	-4
Nc1nc(-c2ccccc2)nn1C(=O)Cc1ccccc1	-1	-3	-8	-0.5	-0.1	-2	2	-1.5	-1	-2
Cn1c(SCC(=O)NC2CCCCCC2)nnc1-c1cccs1	-3	2	0	0.5	-1.5	3	-4	-0.3	-1	3
O=C1CSC(c2cccc([N+](=O)[O-])c2)N1c1ccccc1 (stereo not drawn)	-7	-10	8	-1.0	0.6	-3	4	1.6	1	-5
O=C(Nc1ccc2c(c1)CN(Cc1ccc(CO)o1)CC2)c1ccc(C(F)(F)F)cc1	-6	-1	-15	-0.1	-0.1	-5	0	-2.0	-13	-7
CCOC(=O)c1nc(Nc2ccccc2CC)c2ccccc2n1	-1	2	2	-1.2	0.7	-16	0	-0.4	0	8
CN(C)S(=O)(=O)c1cccc(NC(=O)C2Cc3ccccc3CN2C(=O)c2ccccc2)c1 (stereo not drawn)	-1	1	-7	-0.5	-0.6	14	-2	0.8	-6	18
COc1ccc(N2CCN(C(=S)Nc3cc(C)cc(C)c3)CC2)cc1	2	3	-3	-0.3	-0.5	-4	1	-1.0	3	8
COC(=O)C(NC(=O)c1ccc(F)cc1)(Nc1ncc(S(=O)(=O)c2ccc([N+](=O)[O-])cc2)s1)C(F)(F)F (stereo not drawn)	0	-28	-7	-0.2	2.5	0	1	0.4	-5	4
CC1CCc2cc(F)cc3c(O)c(C(=O)NCC4CCCO4)c(=O)n1c23 (stereo not drawn)	1	4	-4	0.3	-0.7	-16	0	0.4	2	15
O=C(O)c1ncc(-c2ccccc2)cn1	-6	2	-7	-0.5	-1.3	0	-6	-0.8	2	-1
COc1cc(CN2C[C@@H](CO)O[C@@H](n3cnc4c(NCc5ccncc5)ncnc43)C2)cc(OC)c1OC	-1	-1	5	-0.3	-0.1	/	-2	1.0	1	7
CO[C@@H]1CN(C)C(=O)c2ccc(NS(=O)(=O)c3c(C)noc3C)cc2OC[C@@H](C)NC[C@@H]1C	/	11	/	0.3	-1.3	/	/	-0.3	/	10
CCOc1ccc(NC(=O)CCCNC(=O)Cn2cnc3sc(C)c(C)c3c2=O)cc1	-2	-1	-7	0.3	-0.5	-5	1	0.0	0	-2
O=C(CCC1CCCCC1)Nc1cccnc1	-1	-1	-1	0.0	0.1	-2	0	1.0	15	-5
O=C1CC(=O)Nc2cc(S(=O)(=O)NCc3cccs3)ccc2N1	-3	-2	-10	-0.5	-0.4	-3	74*	-1.4	3	10
O=S(=O)(NC1CCCCCC1)c1cccc2cccnc12	-7	1	-3	-0.7	-0.3	0	0	-0.6	-2	8
CNC(=O)N(O)C1N(/N=C/c2cccnc2)C(=S)SC1(C)C (stereo not drawn)	-4	-2	10	-0.7	0.2	4	2	-0.6	7	4
Cc1cc(-c2ccc(C(C)C)c(S(=O)(=O)N3CCN(c4ccccc4)CC3)c2)on1	-2	6	-2	0.6	1.1	0	5	2.8	0	-16
CC(=O)c1cc2cc(O)ccc2o1	-2	5	2	0.4	1.9	2	-1	-1.0	2	4
O=C(CNC(=O)c1ccc(OC(F)F)cc1)NCC1(N2CCOCC2)CCCCC1	-1	-2	-8	0.4	0.9	-11	-1	-0.9	-1	12
Clc1ccc(-n2cc(COCc3ccccc3)nn2)cc1	-12	-4	6	-0.4	3.0	-2	2	0.2	3	16
O=Cc1c(N2CCN(c3cccc(Cl)c3)CC2)nc2ccccn2c1=O	-5	-14	0	-1.1	-0.7	-3	-2	-0.3	4	0
Cc1ccc(CN(C)C[C@H]2OCc3cnnn3CCCC(=O)N([C@@H](C)CO)C[C@@H]2C)cc1	-1	1	3	-0.6	-1.1	/	1	-1.8	6	-14
CC(=O)CSc1nc2ccccc2o1	-6	2	0	-0.8	-0.9	0	-2	0.0	-1	1
Cc1cc(C)n(CCC(=O)N/N=C/c2ccccc2O)n1	0	-3	0	1.1	0.3	-10	0	0.0	2	-2
CN1CCN(C(=O)c2cccn(Cc3c(Cl)cccc3Cl)c2=O)CC1	-2	6	-1	-0.8	0.3	-12	-1	-1.3	1	-3

Two compounds drawn at random from the list so far, as already listed:
SMILES	MsrA act	SUMO1-SIM PPI	E coli Lon inh	Tb MetRS inh	MsrA inh	Scp-1 inhibitor	STEP inh	LMPTP block	DNMT1 block	NRP1-CendR mod
Cn1c(SCC(=O)NC2CCCCCC2)nnc1-c1cccs1	-3	2	0	0.5	-1.5	3	-4	-0.3	-1	3
Clc1ccc(-n2cc(COCc3ccccc3)nn2)cc1	-12	-4	6	-0.4	3.0	-2	2	0.2	3	16

Next section.
SMILES	MsrA act	SUMO1-SIM PPI	E coli Lon inh	Tb MetRS inh	MsrA inh	Scp-1 inhibitor	STEP inh	LMPTP block	DNMT1 block	NRP1-CendR mod
CCOCCCNC(=O)C(c1ccc(OC)cc1)N(Cc1cccs1)C(=O)CNC(C)=O (stereo not drawn)	-8	-1	5	-0.5	1.5	-1	-2	-1.1	4	8
CNC(=S)N/N=C/c1cn(CCOc2cccc(OC)c2)c2ccccc12	-1	-2	0	-0.6	2.5	-10	2	3.1	-22	-9
Cc1cc(C(C)(C)C)cc(C)c1N	-1	1	-20	-0.2	0.0	-2	-3	-1.3	-1	-2
Cc1cccc(CSCc2ccc(C(=O)NC(C)C)o2)c1	-2	1	-3	0.5	-1.0	-7	0	-0.2	0	-4
CSC(=NS(=O)(=O)c1ccc(C)cc1)SC	-3	1	-6	0.0	1.0	-6	-2	-1.9	-1	-4
Cc1cccc(C(=O)NCC(=O)NNC(=O)c2ccccc2O)c1	-3	9	-1	0.3	-0.1	-5	9	0.4	2	-2
COC(=O)c1c(NC(=O)Cn2nc(C(F)F)cc2C(F)F)sc(C)c1C	3	-2	-8	-0.1	1.4	-16	3	2.1	-1	13
COc1ccc(CNCc2ccc(F)cc2)c(OC)c1	4	3	0	-0.5	0.1	-6	-4	-1.1	-1	-6
Cn1cc(Br)c(C(=O)N/N=C/c2cc3c(cc2Cl)OCO3)n1	-3	-25	-4	-0.2	2.2	-2	0	1.0	3	1
COC(=O)Cc1ccc(NC(=S)NCc2cccc(OC)c2)cc1	-2	-2	1	1.0	-1.0	-3	2	-0.4	-4	-2
COc1ccc(NC(=O)Cn2nnc(C(=O)NCCc3ccccc3)c2N)c(OC)c1	-4	3	-6	-0.6	1.2	-1	5	16	0	-2
CC(C)NC(=O)c1c(O)c2ccccc2[nH]c1=O	-2	3	-3	-0.3	-0.8	-9	-2	0.5	1	3
NS(=O)(=O)c1ccc(CCNC(=O)COC(=O)CC(c2ccccc2)c2ccccc2)cc1	-6	5	-7	-0.9	1.8	-8	3	0.3	-2	1
C=CCCC(=O)N1CCC(n2nccc2NC(=O)CCCc2ccccc2)CC1	-3	1	5	0.0	-0.6	-8	-2	-0.4	2	8
C(=N\N1CCN(Cc2ccccc2)CC1)/c1ccccc1	-3	-3	-7	-1.0	-0.1	-5	0	-2.4	6	5

Records listed so far printed as active in STEP inh:
compound | MsrA act | SUMO1-SIM PPI | E coli Lon inh | MsrA inh | Scp-1 inhibitor | STEP inh | LMPTP block | DNMT1 block | NRP1-CendR mod
O=C1CC(=O)Nc2cc(S(=O)(=O)NCc3cccs3)ccc2N1 | -3 | -2 | -10 | -0.4 | -3 | 74* | -1.4 | 3 | 10

Following part
SMILES	MsrA act	SUMO1-SIM PPI	E coli Lon inh	Tb MetRS inh	MsrA inh	Scp-1 inhibitor	STEP inh	LMPTP block	DNMT1 block	NRP1-CendR mod
O=C1C=C(Nc2ccccc2)c2ccccc2C1=O	2	8	2	-0.7	2.2	-2	6	5.6	38	16
O=C(CSc1ccc(F)cc1)Nc1ccc(C2SCCS2)cc1	1	-6	-1	-0.1	2.2	-4	-1	2.6	-11	-9
Cc1ccc([N+](=O)[O-])cc1-c1ccc(/C=C(\C#N)c2[nH]nc(N)c2C#N)o1	-7	58*	-10	-0.8	1.3	36	37	71*	84*	-12
CC1CCCC(C)N1C(=O)COC(=O)c1cc(-c2cccs2)nn1-c1ccccc1 (stereo not drawn)	0	5	-7	-0.3	-1.2	-4	3	1.0	0	-8
CCOC(=O)c1c(C)[nH]c(C)c1S(=O)(=O)N1CCCCC1	-2	-4	-8	0.0	-0.6	-7	-1	-2.1	1	11
Cn1nc(C(F)(F)F)c2cc(C(=O)N3CCOCC3)sc21	-8	-2	2	-0.6	-0.2	0	4	-0.4	-2	8
NC1=NC(=O)S/C1=C\c1ccc(F)cc1	1	-16	1	3.2	1.3	7	1	1.0	0	-6
O=C(Nc1ccc(C(=O)c2ccccc2)cc1)c1ccccc1	0	-1	2	-0.6	-0.3	-12	-3	1.0	-5	2
NC(=O)c1cccn1Cc1ccccc1Cl	-1	1	4	-0.1	-1.4	-6	-3	-0.1	-3	-2
O=C(CSc1nc2ccccc2c(=O)[nH]1)c1ccccc1	0	5	-4	-0.1	-0.7	-70	2	-0.4	-2	2
Cc1noc(C)c1C(=O)N(C)Cc1ccccc1	-3	2	-8	0.6	-2.0	11	2	-1.3	1	7
Cn1nnc2c(N3CCCCC3)nccc21	-4	-3	-8	-0.3	1.0	-7	-4	-3.2	2	1
Cc1cc(NCC2CCCO2)n2c(nc3ccccc32)c1C#N (stereo not drawn)	-1	2	-5	-0.9	-0.1	-2	-4	-1.3	14	-14
O=C(NC12CC3CC(CC(C3)C1)C2)N1CC2Cc3cccc(=O)n3C(C2)C1 (stereo not drawn)	0	-2	-2	0.1	0.3	3	2	-3.2	0	20
Cc1ccc(-n2nnnc2SCC(=O)N2CCNC2=O)cc1C	-8	-1	2	-0.3	1.4	-3	3	0.1	0	-1
O=C(c1ccc(S(=O)(=O)Cc2ccccc2F)c([N+](=O)[O-])c1)N1CCCC1	-1	-28	1	-0.2	-0.9	-2	0	-1.0	2	-4
Cc1csc(-c2ccc3cc(Cl)cc(Cl)c3n2)n1	-2	-4	-4	0.1	-0.4	/	0	0.2	-1	2
CCC1C(=O)NCCN1C(=O)c1ccccc1OC1CCN(S(C)(=O)=O)CC1 (stereo not drawn)	-3	0	-1	-0.1	-0.2	-6	-1	-1.7	5	3

Compound activity: PubChem, several laboratories
